Bioassay records deposited in PubChem BioAssay by National Center for Advancing Translational Sciences (NCATS).
FUS yeast rescue = suppressors of FUS proteinopathy in yeast; Potency, µM (highest dose often 76.6 µM), inactives show top-dose growth rescue (activation), hits mostly activators; S. cerevisiae FUS-expressing, growth rescue, OD600, 24 h; actives 0.24% (n = 390,000);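 note: potency is the fitted concentration of half-maximal effect; plate controls were DMSO vehicle for no effect and reference control for full effect; nearly all actives have a fitted effect of over 55% in size; some results filed as inactive show a strong effect at the top dose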
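Read-out: OD at 600 nm after 24hr at 30C, reporting rescue of FUS-induced yeast toxicity. Cells at OD 0.005 in galactose (2%) minimal medium; compounds tested in a dilution series; CP55940 titration from 92uM final as control.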
EPAC1 antag = blocks human EPAC1 exchange factor; O95398; EPAC1 GEF assay, Rap1b-BODIPY-GDP exchange fluorescence; Potency, µM (highest dose often 115 µM), inactives show at the highest dose activity change, negative = inhibition, hits mostly inhibitors; actives 0.14% (n = 360,000); AID 720709;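 note: potency is the fitted concentration of half-maximal effect; plate controls were vehicle for no effect and positive control for full effect; nearly all actives have a fitted effect of over 50% in size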
Target sequence (O95398 whole entry, looked up): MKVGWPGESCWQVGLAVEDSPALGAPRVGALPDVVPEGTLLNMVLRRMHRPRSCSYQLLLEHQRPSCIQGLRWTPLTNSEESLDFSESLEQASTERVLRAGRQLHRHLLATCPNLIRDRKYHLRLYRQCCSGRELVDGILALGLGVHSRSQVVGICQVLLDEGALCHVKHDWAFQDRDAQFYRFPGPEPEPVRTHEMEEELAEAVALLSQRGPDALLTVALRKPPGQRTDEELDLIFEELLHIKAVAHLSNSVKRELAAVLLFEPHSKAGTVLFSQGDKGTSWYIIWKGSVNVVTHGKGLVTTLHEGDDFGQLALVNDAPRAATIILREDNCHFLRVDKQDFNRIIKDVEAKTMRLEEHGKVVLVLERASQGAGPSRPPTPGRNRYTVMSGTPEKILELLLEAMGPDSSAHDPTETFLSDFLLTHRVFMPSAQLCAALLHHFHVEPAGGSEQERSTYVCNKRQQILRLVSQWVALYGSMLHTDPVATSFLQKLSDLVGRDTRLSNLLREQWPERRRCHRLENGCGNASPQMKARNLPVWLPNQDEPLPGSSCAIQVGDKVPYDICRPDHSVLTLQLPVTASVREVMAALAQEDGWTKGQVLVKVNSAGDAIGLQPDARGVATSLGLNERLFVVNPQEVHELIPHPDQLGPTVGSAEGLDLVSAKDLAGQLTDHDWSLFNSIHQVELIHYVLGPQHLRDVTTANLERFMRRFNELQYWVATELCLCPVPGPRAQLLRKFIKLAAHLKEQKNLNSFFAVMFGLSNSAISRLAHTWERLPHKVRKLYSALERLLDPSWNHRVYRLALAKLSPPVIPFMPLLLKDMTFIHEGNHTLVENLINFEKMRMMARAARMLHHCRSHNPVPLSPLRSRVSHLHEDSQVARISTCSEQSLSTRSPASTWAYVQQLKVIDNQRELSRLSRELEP
PI5P4K alpha inh = PI5P4K alpha (human) kinase inhibition; PI5P4Kalpha enzyme, ADP-Glo luminescence, 60 min; active compounds read low; max response, %; actives 1.2% (n = 330,000); AID 652105; active = max response of -50% or lower; inconclusive = between -30% and -50%; inactive = -30% or higher; note: value at the top dose of about 77 µM; % is set by controls: 0 for no effect and ±100 for the full control effect
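ADP-Glo luminescence end-point after a 60 min room-temperature kinase reaction. PI5P4Kalpha and substrate in HEPES pH 7.4 buffer with EGTA, 0.1% CHAPS and 5% DMSO; ATP at 5 microM final.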
EPAC1 agonist = activates human EPAC1 exchange factor; O95398; EPAC1 agonist qHTS, biochemical assay; response scale: 100% = response to 6.5 mM cAMP; Potency, µM (doses to about 154 µM), for the others: top-dose activation, actives largely listed as activators; actives 0.073% (n = 360,000); note: potency is the fitted concentration of half-maximal effect; nearly all actives have a fitted effect of over 60% in size
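Nucleotide exchange by EPAC1 (100 nM) on Rap1B–BODIPY-GDP (250 nM) in the presence of 50 uM GDP is tracked fluorescently at 480/540 nm over 30 min. Signals are normalized to a 6.5 mM cAMP control.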
WRN helicase inh = blocks human WRN helicase; Q14191; WRN helicase unwinding, fluorescent forked duplex, kinetic; Potency, µM (top dose mostly 114 µM), for inactives: at the top dose activity change, negative = inhibition, hits mostly inhibitors; actives 0.46% (n = 360,000); note: potency is the fitted concentration of half-maximal effect; % is set by controls: 0 for no effect and ±100 for the full control effect; nearly all actives have a fitted effect of over 55% in size
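Enzyme (20 nM final) and test compound sit together 15 min at room temperature before substrate addition. Substrate is a single-forked duplex oligonucleotide (100 nM) labelled with fluorophore and quencher, with 2 mM ATP; helicase unwinding raises red fluorescence, read kinetically.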
IL-2 act = IL-2 activation. IL-2 activation reporter assay, cell-based qHTS; stimulated with anti-CD3/CD4/CD28 beads; in transgenic mouse T cells. activation, % (series mostly up to about 46 µM). actives 0.065% (n = 360,000). AID 652025; in the data active = activation above about 50%; inconclusive = mostly about 30% to 49%; note: 0% is about no effect
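Unstimulated transgenic mouse T cells preincubated 60 min with compound, then stimulated with anti-CD3/anti-CD4-coated beads plus anti-CD28 for 18 h at 37 degrees C. IL-2 response read as EGFP and DsRed fluorescence by plate cytometry.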
Abeta yeast res = restores growth of yeast expressing A-beta42 peptide; yeast expressing A-beta42, growth rescue, OD600, 48 h; response scale: 0% DMSO, 100% iron-clioquinol control; Potency, µM (titrated, usually from 46.1 µM), inactives show at the top dose growth rescue, hits mostly activators; actives 0.063% (n = 410,000); AID 1347071; note: potency is the fitted concentration of half-maximal effect; nearly all actives have a fitted effect of over 55% in size
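Yeast A-beta toxicity model in growth medium with pinned compounds, 48 h at 30 C; growth read as absorbance at 600 nm. Normalized to FeCl3/clioquinol equimolar mix (positive) and DMSO (negative).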
PLK1 PBD inh = PLK1 (human) polo-box domain binding inhibition | actives 2.8% (n = 360,000) | Plk1 PBD binding of FITC phosphopeptide, fluorescence polarization | Potency, µM, for inactives: max response, negative = inhibition, most hits filed as inhibitors; note: potency is the fitted concentration of half-maximal effect; series mostly up to about 57 µM; % is set by controls: 0 for no effect and ±100 for the full control effect; nearly all actives have a fitted effect of over 65% in size
* = called active by the depositor; ? = inconclusive; · = no result given; [ ] = another dose, or the depositor's remark. Unless noted, calls come from the whole dose curve; as a rule, active = well fitted curve in the direction sought with a large enough effect; inconclusive = small, poorly fitted or top-dose-only effect, or another doubt; inactive = no such curve, though single readings can be large; an effect the other way counts as inactive or inconclusive.

SMILES | FUS yeast rescue | EPAC1 antag | PI5P4K alpha inh | EPAC1 agonist | WRN helicase inh | IL-2 act | Abeta yeast res | PLK1 PBD inh
O=C(CCn1c(=O)c2ccccc2n(Cc2cccnc2)c1=O)NCc1ccc2c(c1)OCO2 | 14% | -1% | 2 | 7% | -5% | 0.3 | 10% | 1%
CCOC(=O)C(CC)/C(C)=N/NC(=O)c1ccccc1[N+](=O)[O-] (stereo unspecified) | -12% | 13% | · | 9% | -4% | -2.0 | -15% | -7%
O=C(COC(=O)C1CCC1)Nc1cccc(S(=O)(=O)N2CCOCC2)c1 | 9% | -13% | 5 | 0% | -4% | -1.2 | -4% | -14%
COc1ccc(C(=O)NCc2ccon2)cc1OC1CCN(C(C)C)CC1 | -6% | 2% | -5 | 8% | -2% | -3.6 | -2% | -9%
CCC(OC(=O)c1nsc(Cl)c1Cl)C(=O)NCc1ccco1 (stereo unspecified) | 10% | 3% | 0 | -4% | 2% | -2.0 | 4% | -18%
CCCCn1nnnc1C(c1ccccc1)N1CCN(c2cccc(C)c2C)CC1 (stereo unspecified) | 32% | 7% | 14 | 3% | 2% | -1.2 | 18% | 3%
COc1cc(-c2nc(-c3cccc(C)c3)no2)cc(OC)c1OC | 23% | 20% | · | 3% | -27% | 0.4 | -12% | -6%
CC(=O)c1ccc(N2CCN(C(=O)c3nn(C)c4c3CS(=O)(=O)c3ccccc3-4)CC2)cc1 | -10% | -13% | -15 | -2% | 2% | -3.9 | 1% | 27µM*
CS(=O)(=O)N(Cc1ccccc1)c1ccc(C(=O)NCc2ccccc2)cc1 | 12% | 16% | · | -1% | 7% | -1.2 | 6% | -2%
CCC(SC1=NCCS1)C(=O)Nc1nnc(-c2ccccc2OC)s1 (stereo unspecified) | ? | 1% | 5 | 13% | -8% | -2.9 | -11% | -11%
NCCS(=O)(=O)NC1CCCCC1 | 4% | -27% | 6 | 14% | -11% | -0.4 | -8% | -9%
CCC(=O)c1cccc2c1N=CC1=C(CC(C)(C)CC1=O)N2 | -3% | 6% | · | 2% | -6% | -0.7 | -7% | -7%
CC(=O)N1CCN(c2nc(CC(C)C)c3c(c2C#N)CCC3)CC1 | 33% | -18% | -3 | 3% | -12% | 0.1 | 3% | -13%
CCCn1nnc(NC(=O)c2cccc(Cl)c2)n1 | -12% | 5% | -3 | -9% | 6% | 3.4 | -3% | 1%
N#Cc1c(-c2ccc(F)cc2)cc(-c2cccnc2)nc1N | -9% | 7% | -9 | 8% | -2% | 0.0 | -5% | -1%
Cc1cn(CC(=O)NCc2ccc(N(C)C)cc2)c(=O)[nH]c1=O | -21% | 10% | -8 | -3% | 5% | 0.4 | -17% | -24%
O=C1NC[C@@H](CCCCN2C[C@H](Cc3ccccc3)N(CCc3ccccc3)C(=O)C2=O)N(Cc2ccccc2)C1=O | 36% | -3% | -1 | 4% | -5% | 0.8 | -4% | 6%
Cc1cc2cc(CNC(=O)c3ccc(S(=O)(=O)N4CCCCC4)cc3)ccc2[nH]1 | ? | -18% | 2 | 6% | -7% | 0.7 | 5% | -6%
Cc1nn(-c2ccccc2)nc1C(=O)OCC(=O)N1CCC(C)CC1 | 19% | 2% | 1 | 17% | 2% | -0.4 | -9% | 2%
CCCn1nnc(NC(=O)c2cc(Br)ccc2OC)n1 | -9% | 3% | · | 7% | -8% | -1.7 | 7% | -9%
NC(=O)N/N=C/C=C/c1ccc(F)cc1 | -29% | 1% | -1 | 1% | 3% | -0.9 | -14% | 2%
CCOC(=O)C(=Nc1ccc(Cl)cc1)NO | -29% | 1% | 5 | 8% | -4% | -0.3 | 19% | 5%
O=[N+]([O-])c1cccnc1Nc1ccc(Cl)cc1 | -16% | 7% | -1 | -7% | -5% | 2.7 | -7% | -3%
CNc1oc(C)nc1S(=O)(=O)c1ccccc1 | 31% | 8% | 0 | -2% | -18% | -2.8 | 2% | ?
Cc1cc(C)cc(NC(=O)c2cccc(NC3=NC4CS(=O)(=O)CC4S3)c2)c1 (stereo unspecified) | 6% | -10% | -2 | -9% | -5% | -2.3 | 2% | -11%
Fc1ccc(Cn2nnnc2C(c2ccc(Cl)cc2)N2CCSCC2)cc1 (stereo unspecified) | 27% | -25% | -1 | 13% | -2% | -2.6 | -10% | -6%
COc1cc(NC(=O)CSc2nc3[nH]ncc3c(=O)n2-c2ccc(Cl)cc2)cc(OC)c1 | 19% | 1% | 0 | 10% | -9% | -4.0 | 10% | -6%
CC(C)CCNC(=O)c1nn(Cc2ccccc2)c(=O)c2ccccc12 | 12% | -20% | -20 | 1% | ? | -3.6 | -14% | -9%
Cn1c(SCC(=O)NCC2CCCO2)nnc1-c1ccco1 (stereo unspecified) | -14% | -3% | 9 | 10% | -9% | -0.4 | 6% | 2%
CCNS(=O)(=O)c1ccc(OC)c(C)c1 | -2% | -6% | · | 6% | -17% | -1.1 | 13% | -24%
COC(=O)c1ccc(NC(=O)c2ccc3nc(C)sc3c2)cc1 | 10% | -15% | 0 | -3% | 4% | -0.8 | 14% | 4%
COCCCNC(=O)/C(C#N)=C/c1cc(C)[nH]c1C | -9% | 2% | 9 | -2% | -3% | 1.1 | -7% | 0%
O=C(/C=C/c1cccc([N+](=O)[O-])c1)N1CCN(c2ccccc2F)CC1 | · | -12% | 4 | 0% | -21% | -0.4 | 10% | -10%
CC(=O)NC(c1ccccc1)c1nc(-c2cccc(C(F)(F)F)c2)cs1 (stereo unspecified) | 8% | 0% | 6 | -19% | -11% | -0.2 | 0% | 3%
Cc1cccc(NS(=O)(=O)c2cc3c4c(c2)CCC(=O)N4CCC3)c1 | 10% | -14% | -6 | 5% | -3% | 2.2 | -4% | -9%
COC(=O)CCCCCN1C(=O)NC(C2CC2)C(C(=O)OCc2ccccc2)=C1C (stereo unspecified) | 36% | -2% | -5 | -4% | 7% | -0.8 | 7% | 4%
CC(C)OC(=O)c1c(N)n(CCCN2CCOCC2)c2nc3ccccc3nc12 | 31% | 5% | 4 | -1% | 5%[57.1 µM] | 0.4 | -4% | -3%
N#C/C(=C/c1ccc(-c2cc([N+](=O)[O-])ccc2Cl)o1)C(N)=O | 29% | 1% | -24 | -9% | -23% | -0.3 | -28% | -5%
COc1cccc(O)c1CN1CCCC(C(=O)c2cccc(C(F)(F)F)c2)C1 (stereo unspecified) | 1% | -4% | 11 | -4% | 10% | -0.9 | 6% | -1%
COc1ccc(S(=O)(=O)NCC(c2cccnc2)N2CCN(Cc3ccccc3)CC2)cc1 (stereo unspecified) | -2% | ? | 2 | -13% | 0% | -3.2 | -6% | -1%

Structural class: the compounds so far containing a CF3 group (2)
SMILES | FUS yeast rescue | EPAC1 antag | PI5P4K alpha inh | EPAC1 agonist | WRN helicase inh | IL-2 act | Abeta yeast res | PLK1 PBD inh
CC(=O)NC(c1ccccc1)c1nc(-c2cccc(C(F)(F)F)c2)cs1 (stereo unspecified) | 8% | 0% | 6 | -19% | -11% | -0.2 | 0% | 3%
COc1cccc(O)c1CN1CCCC(C(=O)c2cccc(C(F)(F)F)c2)C1 (stereo unspecified) | 1% | -4% | 11 | -4% | 10% | -0.9 | 6% | -1%

Next part
SMILES | FUS yeast rescue | EPAC1 antag | PI5P4K alpha inh | EPAC1 agonist | WRN helicase inh | IL-2 act | Abeta yeast res | PLK1 PBD inh
O=C(Nc1ccc(Cl)cc1)C1CC2CCCC(C1)C2=O (stereo unspecified) | 19% | -4% | · | 8% | 0% | -0.7 | 32% | -1%
CCCCOc1ccc(C(=O)Nc2ccc(C)cc2[N+](=O)[O-])cc1 | 8% | -15% | 2 | -11% | -4% | 0.8 | 11% | -4%
COc1ccc(N(C(C)=O)c2nc(C)cc(C)c2C#N)c(OC)c1 | 8% | -2% | 7 | -2% | 8% | 0.4 | -17% | -14%
O=C(CSc1nnc(-c2ccc(S(=O)(=O)N3CCCC3)cc2)o1)NCc1ccccc1 | 7% | 4% | 0 | 6% | -13% | -3.3 | 9% | -7%
CCOc1ccccc1OCC(=O)OCc1csc(CC(=O)Nc2ccccc2C)n1 | 46% | -24% | -12 | -8% | 6% | -3.9 | 3% | -9%
COc1ccc(S(=O)(=O)N2CCOCC2)cc1NC(=O)C1CC1 | 9% | 23% | -5 | 8% | -4% | 0.3 | 1% | -13%
O=C(CCS(=O)(=O)Cc1ccccc1)NCC1CCCO1 (stereo unspecified) | -12% | 1% | · | -1% | 1% | 1.4 | 3% | 1%
O=C(CNS(=O)(=O)c1ccc(Br)cc1)Nc1ccc2c(c1)OCCO2 | -1% | 17% | 1 | -2% | 4% | -0.5 | 6% | -3%
COc1cccc(OC)c1OCCCSc1nc(C)cc(=O)[nH]1 | 9% | 8% | · | -3% | 4% | -0.8 | 26% | 0%
COc1ccc(NC(=O)CN2CCCCC2)cc1 | 5% | 3% | -2 | -10% | 7% | 0.7 | 10% | 0%
CCOC(=O)C1CCCN(C(=O)c2ccco2)C1 (stereo unspecified) | · | -17% | -2 | 4% | 1% | 0.0 | 0% | -6%
COc1cccc(NC(=S)NC(=O)c2c(Cl)c(C)nn2C)c1 | · | -22% | 2 | -22% | -5% | 0.1 | 0% | -5%
Cn1nc(C(=O)N2CCN(S(=O)(=O)c3ccc(Cl)cc3)CC2)c2ccccc2c1=O | 5% | 10% | -4 | 5% | -1% | -4.8 | -3% | -5%
Cn1cccc1C(=O)Nc1ccc(Cl)c(S(=O)(=O)N2CCCCC2)c1 | · | -6% | -21 | 22% | ? | -5.7 | -6% | -8%
NS(=O)(=O)c1ccc(CCNc2ncnc3sccc23)cc1 | 30% | -3% | -7 | -2% | 6% | -0.3 | -4% | -7%
CCCCCN(C(=O)COC(=O)COc1c(C)cc(C)cc1C)c1c(N)n(CCCC)c(=O)[nH]c1=O | 29% | -6% | 4 | -8% | 3% | -0.9 | -4% | -10%
OC[C@@H]1CCCN1Cc1nc(-c2cccs2)no1 | 3% | 0% | -3 | -4% | 6% | 0.0 | 4% | -1%
Cc1ccc(C(=O)Nc2ccccc2SCC2CSc3nc4ccccc4c(=O)n32)cc1 (stereo unspecified) | -7% | 4% | 3 | -2% | -12%[57.1 µM] | 0.3 | 26% | -5%
O=C(CNC(=O)c1ccc(-c2ccccc2)cc1)OCc1ccc(Br)cc1 | -2% | 5% | 3 | -1% | -5%[57.1 µM] | 6.8 | -11% | -3%
O=C(Nc1cccc(C(F)(F)F)c1)c1ccco1 | 16% | -4% | · | 7% | 1% | -1.6 | -15% | -8%
